Yfh1-off respiration – enhancers of respiration in Yfh1-depleted yeast, dose response, Friedreich's ataxia, plus single-dose screen (AID 1465); S. cerevisiae Yfh1-off respiration, WST-1 reduction, 72 h; higher fold induction means a stronger effect; one-dose fold induction at 50 µM; EC50 in µM for titrated hits; hit rate 0.074% among 220,000;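 active means fold induction of absorbance versus untreated yeast above a set limit, then at least 30% activation at any dose in follow-up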;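 further: activators that raise dye reduction in frataxin-depleted yeast; strong numbers were not always called active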
KOR beta-arrestin-1 – kappa opioid receptor blockers – cell-based, luminescence, uHTS (AID 1778); KOR beta-arrestin recruitment, luminescence, antagonist mode; higher % means a stronger effect; inhibition, % at 10 µM; hits with a dose series show IC50 in µM; hit rate 0.091% among 290,000; further: strong numbers were not always called active
ER stress rescue – protection against thapsigargin-triggered cell killing – 384-well, CSM14.1, ATP luminescence, primary screen (AID 1222) | CSM14.1 thapsigargin-induced death rescue, ATP luminescence; higher % means a stronger effect | cellular ATP content (survival), % at 20 µM; hits with a dose series show EC50 in µM | 190,000 tested, under 10 active;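 active means EC50 below 50 µM in the dose-response confirmation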;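 further: death triggered by thapsigargin at about 15 µM added after 2 h compound pretreatment; cell ATP read after overnight thapsigargin exposure of roughly 18 to 22 hours; normalized against plate controls of thapsigargin alone and 5% DMSO vehicle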
KOR beta-arrestin-2 – KOR agonists, beta-arrestin recruitment, primary screen, cell-based, luminescence, uHTS (AID 1777). KOR beta-arrestin recruitment, luminescence; higher % means a stronger effect. activation, % at 10 µM, or EC50 in µM where a hit was titrated. hit rate 0.02% among 280,000; in the data active means activation above about 50%, passing the limit was not always enough; further: a part of the inactive calls stands beside numbers as strong as those of hits
NOD2 inhibition – inhibition of NOD2-driven NF-kB reporter – cell-based, luminescence, uHTS, HEK293 (AID 1566); HEK293 NOD2/NF-kB luciferase reporter, luminescence; higher % means a stronger effect; inhibition, % at 4 µM, or EC50 in µM where a hit was titrated; hit rate 0.63% among 290,000; further: many of its hits are not listed in these tables
NTR1 ag – agonists of NTR1, primary screen, imaging, U2OS cells, beta-arrestin-GFP, high content (AID 493036). P30989. NTR1-U2OS beta-arrestin-GFP spot imaging, agonist mode. activation, % at 20 µM. hit rate 0.17% among 330,000;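 active means activation at or above 40% of the spot to cytoplasm intensity ratio, with at least 20 cells analyzed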;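 further: 0% = DMSO without peptide and 100% = 100 nM NTR1 peptide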
Target sequence (P30989 whole entry, looked up): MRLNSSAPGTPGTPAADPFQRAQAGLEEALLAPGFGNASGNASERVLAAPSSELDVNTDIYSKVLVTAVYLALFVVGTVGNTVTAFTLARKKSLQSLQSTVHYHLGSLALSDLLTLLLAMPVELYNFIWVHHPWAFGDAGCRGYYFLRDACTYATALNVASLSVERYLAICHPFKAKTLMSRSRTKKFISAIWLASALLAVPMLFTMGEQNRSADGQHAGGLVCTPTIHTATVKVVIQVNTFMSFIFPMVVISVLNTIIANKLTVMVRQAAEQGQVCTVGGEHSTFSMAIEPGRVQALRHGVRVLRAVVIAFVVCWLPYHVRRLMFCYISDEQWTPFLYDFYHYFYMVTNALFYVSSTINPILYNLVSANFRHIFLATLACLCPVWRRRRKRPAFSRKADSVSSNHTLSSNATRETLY
GPR55 activation – GPR55 agonists via beta-arrestin recruitment, primary screen, imaging, U2OS cells, beta-arrestin-GFP redistribution (AID 1961) | U2OS GPR55 beta-arrestin-GFP redistribution imaging; higher % means a stronger effect | activation, % at 10 µM, or EC50 in µM where a hit was titrated | hit rate 0.048% among 290,000;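 active means activation above 40% with more than 50 cells counted in the well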;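 further: U2OS osteosarcoma cells stably expressing GPR55 and beta-arrestin-GFP; plate controls were DMSO negative control for no effect and LPI positive control for full effect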
NOD1 NF-kB reporter – inhibition of NOD1-driven NF-kB reporter – cell-based, luminescence, uHTS, primary screen (AID 1578); NOD1-driven NF-kB luciferase reporter cells, luminescence; higher % means a stronger effect; inhibition, % at 4 µM; hits with a dose series show EC50 in µM; hit rate 1% among 290,000; in the data active means inhibition mostly above about 36%, no sharp cut-off; inactive means mostly below about 34%;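 further: HEK-293T reporter cells stimulated with the NOD1 agonist gamma-tri-DAP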
TNAP activators – stimulation of alkaline phosphatase TNAP activity – biochemical, luminescent, no phosphate acceptor, uHTS, primary screen (AID 1001). purified TNAP, luminescent activation assay, no phosphate acceptor; higher activation fold means a stronger effect. one-dose activation fold at 20 µM; EC50 in µM for titrated hits. hit rate 0.03% among 200,000; in the data active means activation fold from about 3, or a potency from the dose series; inactive means the rest, 99 in 100 with activation fold below about 1.6; further: many of its hits are not listed in these tables
NTR1 ag cell count 20 µM – recorded beside NTR1 ag, whose call it bears; cell count; measured here: cell count, cytotoxicity flag
Numbers without * were called inactive; i = inactive; nt = no result given; [ ] = another dose, or the depositor's remark. Unless noted, no stated cut-off is given here; in the data, active means inhibition above about 50%; inactive means the rest.

SMILES	Yfh1-off respiration	KOR beta-arrestin-1	ER stress rescue	KOR beta-arrestin-2	NOD2 inhibition	NTR1 ag	NTR1 ag cell count 20 µM	GPR55 activation	NOD1 NF-kB reporter	TNAP activators
Cc1nc2sc3c(c2c(=O)o1)CCC3	i	-23%	nt	-2.2%	-11%	0.8	54	-0.1%	18%	1.1
C=CCSc1nnc(NC(=O)c2ccc(Cl)nc2)s1	nt	-12%	-1.4%	3.0%	-11%	2.4	70	-0.1%	-31%	1.1
CC(=O)Nc1ccc(/C=N/N2CCCCC2)cc1	i	-28%	1.7%	2.1%	-13%	-0.5	44	0.7%	14%	1.1
C/C(=N\N)c1c(-c2ccccc2)c2cc(C)ccc2[nH]c1=O	i	24%	nt	-3.4%	6%	-1.0	65	-0.1%	-4%	nt
CCOC(=O)C1(Cc2cccc(OC)c2)CCN(Cc2ccccc2OC)CC1	i	0%	-2.2%	3.6%	17%	-1.2	76	0.3%	-24%	1.1
O=C(O)COc1ccc(/C=N/NC(=O)C2CCCN2S(=O)(=O)c2ccc(Cl)cc2)cc1 (stereo not drawn)	i	25%	-0.4%	0.1%	15%	0.4	55	-0.1%	-6%	1.2
CCOC(=O)NC(=O)CSc1nc2ccc([N+](=O)[O-])cc2[nH]1	i	-3%[20 µM]	1.6%	-12%	10%	2.1	48	-0.1%	-27%	0.6
COc1ccc(C(=O)COc2ccc3ccc(=O)oc3c2)c(OC)c1	nt	18%	nt	-3.6%	31%	-0.3	70	0.4%	-19%	nt
COc1ccccc1OCC(=O)NC1CC(C)(C)NC(C)(C)C1	nt	14%	nt	-3.6%	-16%	1.2	48	0.5%	-15%	nt
CC(C)C(c1nnnn1Cc1ccc(F)cc1)N1CCN(c2ccc(O)cc2)CC1 (stereo not drawn)	i	-4%[20 µM]	0.2%	nt	5%	0.2	40	0.3%	-18%	1
CCOC(=O)C1CCCN(C(=O)C2c3ccccc3Oc3ccccc32)C1 (stereo not drawn)	i	20%	-1.7%	3.8%	-4%	1.4	65	-0.2%	-21%	1.1
CCOc1ccccc1NC(=O)CN1CCN(Cc2ccccc2)CC1	nt	10%	nt	-2.9%	18%	0.0	83	-0.1%	1%	nt
O=C(Nc1ccc(N2CCOCC2)cc1)c1ccc(S(=O)(=O)N2CCCCC2)cc1	nt	5%	-0.8%	-1.3%	28%	nt	nt	0.0%	3%	1
COc1ccc2nc(/C=N/NC(=O)CCCCCNC(=O)OC(C)(C)C)ccc2c1	i	-28%	nt	-2.5%	12%	1.0	43	-0.3%	10%	nt
Cc1nc(SCn2nnc3ccccc3c2=O)c2c(C)c(C)sc2n1	nt	22%	-1.2%	-1.6%	10%	nt	nt	0.3%	24%	1.1
Cc1ccc2c(CN3CCCCC3C)cc(=O)oc2c1C (stereo not drawn)	nt	-3%	nt	4.9%	14%	1.7	105	1.2%	-3%	nt
Nc1nc(SCC(=O)NC2CCCc3ccccc32)n[nH]1 (stereo not drawn)	i	-5%	2.1%	-2.2%	12%	-1.9	44	0.2%	-8%	1.2
COc1cc(Cl)cc2c1Sc1ccccc1/C2=C/CCN(C)C	i	-20%	-4.0%	1.8%	7%	-0.2	52	-0.3%	-20%	1.1
CN1CCN(c2nc3c(c(=O)[nH]c(=O)n3C)n2CCCSc2nnnn2-c2ccccc2)CC1	i	-1%	nt	-2.5%	7%	-0.1	57	-0.3%	-17%	1.1
COC(=O)Cn1cccc1C(=O)c1ccccc1	i	3%	-2.6%	-1.0%	-3%	1.8	84	-0.4%	2%	1.1
Cc1cc(C(=O)COC(=O)C2=NNC(=O)CC2)c(C)n1-c1cccc(C(F)(F)F)c1	i	21%	-2.3%	0.6%	4%	1.7	54	-0.1%	-5%	0.9
COc1ccc(OC)c(S(=O)(=O)NCc2nc3nc(C)cc(C)n3n2)c1	nt	24%	nt	3.2%	5%	0.0	57	-0.1%	-23%	nt
O=C1CC(C(=O)NCCc2ccccc2)SC(=Nc2ccccc2)N1 (stereo not drawn)	i	20%	nt	2.5%	5%	1.3	60	-0.1%	0%	nt
CCO[C@H]1OC(C(=O)NCc2ccccc2)=C[C@@H](c2cn(C(C)=O)c3ccccc23)[C@@H]1CCCO	i	-25%	3.5%	-4.1%	-6%	3.0	58	0.1%	-8%	1.1
O=C1c2ccccc2C(=O)N1CCc1nc(-c2ccc(Cl)cc2)no1	i	-17%	1.8%	5.7%	19%	2.2	90	-0.1%	-5%	1
Next records
SMILES	Yfh1-off respiration	KOR beta-arrestin-1	ER stress rescue	KOR beta-arrestin-2	NOD2 inhibition	NTR1 ag	NTR1 ag cell count 20 µM	GPR55 activation	NOD1 NF-kB reporter	TNAP activators
Cc1cc[n+](-c2[nH]c(=O)sc2/C=N/NC(=O)c2ccccc2[O-])cc1C	i	13%	1.3%	-3.8%	1%	0.6	55	0.5%	-25%	0.9
COc1ccc(C(=O)N[C@H]2CCCCNC2=O)cc1OC1CCN(C(C)C)CC1	nt	-52%	nt	-1.2%	-1%	-0.5	67	0.3%	-9%	nt
Cc1ccc(C)c(C(=O)CCC(=O)N2CCN(c3ncccn3)CC2)c1	nt	9%	nt	-2.3%	-22%	-0.9	44	-0.1%	-12%	nt
CCC(=O)Nc1cccc(-c2cn3ccccc3n2)c1	i	11%	-0.5%	-5.1%	-11%	-0.5	53	0.1%	-20%	1
CN(C(=O)C1CCOC1)c1nnc(C2CCOC2)s1 (stereo not drawn)	i	16%	0.4%	0.0%	-2%	-1.8	53	0.0%	-8%	1.2
Cc1nnc(N2C(=O)C(O)=C(C(=O)c3ccco3)C2c2ccc(C(C)C)cc2)s1 (stereo not drawn)	i	0%	-3.4%	0.7%	-1%	1.9	44	0.1%	-27%	0.9
CCc1cccc(OCC(=O)Nc2ccc(S(=O)(=O)N3CCCC3)cc2)c1	nt	0%	nt	2.6%	-10%	1.4	69	-0.1%	2%	nt
COc1ccccc1N(CC(=O)N1CCN(c2ccccc2)CC1)S(=O)(=O)c1ccc(C)cc1	nt	6%	nt	-5.9%	0%	1.8	60	0.3%	-16%	nt
COc1ccc(C(=O)Nc2ccc(C3(C#N)CCCC3)cc2)cc1	i	13%	-0.3%	-3.1%	-10%	2.8	51	0.4%	-8%	1.2
Cc1ccc(C(=O)NCc2ccco2)cc1	nt	-15%	nt	0.1%	-17%	-0.2	77	-0.2%	43%	nt
CCc1cc2c3c(c1)/C(=C1/SC(N)=NC1=O)C(=O)N3C(C)(C)C=C2C	i	19%	-3.2%	-2.5%	15%	11	74	0.2%	31%	1
Cc1oc(-c2ccc(Cl)cc2)cc1C(=O)NC1CCN(Cc2ccccc2)CC1	i	-17%	nt	4.3%	16%	4.0	46	-0.2%	0%	nt
O=C(CN1C(=O)/C(=C\c2cccc(Cl)c2)Sc2ccccc21)NCCCN1CCOCC1	nt	-15%	nt	6.3%	-3%	0.1	63	0.3%	20%	nt
COc1ccc(/C=C/C(=O)NCc2ccccn2)cc1OC	i	-11%	-1.6%	1.6%	9%	-0.3	48	0.6%	-4%	1.1
COc1nccnc1NS(=O)(=O)c1ccc(N=Cc2c(C)[nH]n(-c3ccc(Cl)cc3)c2=O)cc1	i	6%	-3.3%	2.9%	6%	-0.1	37	-0.3%	-22%	1.1
CCCCCC(=O)Nc1cccc(C2=NOC3(C2)C[C@@H](C(N)=O)N(C(=O)CC(c2ccccc2)c2ccccc2)C3)c1 (stereo partly drawn)	i	13%	nt	0.6%	11%	4.2	76	-0.1%	12%	nt
Cc1cc([N+](=O)[O-])ccc1NC(=O)CCC(=O)N1CCCCC1	nt	-14%	nt	7.8%	5%	0.9	71	-0.1%	-18%	nt
C#CCOc1ccccc1/C=N/NC(=O)c1ccccc1OCc1ccccc1	nt	-23%	nt	5.0%	-6%	12	93	0.2%	-3%	nt
COc1ccc(/C=C2\SC(=S)N(CCCCCC(=O)Nc3cc(C)on3)C2=O)cc1OC	nt	-206%	nt	17%	4%	30	62	0.2%	-82%	nt
COc1ccc(C(C)=O)cc1CSc1nnc(-c2ccncc2)o1	nt	-42%	nt	-0.9%	5%	3.3	98	0.0%	-12%	nt
CC(=O)N1CCN(C(=O)CCc2cc(C(C)(C)C)c(O)c(C(C)(C)C)c2)CC1	nt	-12%	nt	4.8%	7%	0.4	39	0.0%	-29%	nt
CCCCCCCCCCCCN1C/C(=C\C(=O)OCC)c2cc(C(F)(F)F)ccc2S1(=O)=O	nt	-13%[20 µM]	nt	-2.0%	15%	15	52	0.6%	23%	nt
COc1cccc(N2CCN(Cc3nc4ccccc4c(=O)[nH]3)CC2)c1	i	16%	-0.7%	-2.8%	2%	2.0	54	-0.4%	-21%	1.1
Cc1cc(=O)n2c(C(=O)Nc3ccc(C(=O)OC(C)C)cc3)c(C(=O)Nc3ccccc3)sc2n1	i	6%	nt	-1.1%	-4%	2.2	27	0.1%	-37%	1.1
Cc1ccc(NCCc2ccc(C)nc2)cc1	i	-16%	0.5%	1.8%	-1%	-1.8	42	-0.1%	-21%	1
(listing goes on)
SMILES	Yfh1-off respiration	KOR beta-arrestin-1	ER stress rescue	KOR beta-arrestin-2	NOD2 inhibition	NTR1 ag	NTR1 ag cell count 20 µM	GPR55 activation	NOD1 NF-kB reporter	TNAP activators
CCCCN1C(=O)c2ccc(C(=O)NCc3ccco3)cc2C1=O	nt	24%	nt	-3.0%	10%	0.5	63	-0.1%	-10%	nt
Cc1nc2ccccn2c1C(=O)OCC#N	i	12%[20 µM]	-1.3%	-4.5%	9%	1.4	56	-0.1%	-27%	1.1
CCOC(=O)c1c(NC(=O)C2CCCO2)sc2c1CCC2 (stereo not drawn)	i	-1%	8.6%	6.1%	2%	5.6	51	-0.2%	-7%	1
CN(C)c1ccc(CNCC2CCCO2)cc1 (stereo not drawn)	nt	-6%[20 µM]	nt	-2.3%	7%	0.5	51	-0.2%	28%	nt
COc1cc(CNCCN2CCOCC2)ccc1OCc1c(Cl)cccc1Cl	i	0%	-2.1%	0.3%	0%	2.7	73	1.1%	-3%	1.1
Cc1ccc(C(C[N+](=O)[O-])n2nc(C)cc2C)cc1 (stereo not drawn)	i	-74%	-1.8%	5.5%	-3%	51*	31*	-0.1%	-2%	1.1
CCOC(=O)C1CCN(CC(=O)Nc2cc(S(=O)(=O)N3CCOCC3)ccc2C)CC1	i	8%	0.2%	0.7%	15%	-1.0	69	0.3%	-27%	1.1
Cc1ccc(NC(=O)/C(Cl)=C/c2ccccc2)cc1C	i	15%	-3.6%	9.1%	-133%	-0.2	73	0.6%	-32%	1.1
O=C(O)COc1ccccc1/C=N/NC(=O)CSc1nnc(SCc2cccc3ccccc23)s1	i	-3%	nt	0.9%	-61%	2.3	55	-0.2%	1%	nt
O=C(CCCn1c(=O)[nH]c2ccsc2c1=O)NCc1cccs1	i	-27%	0.0%	2.7%	8%	-0.5	98	-0.1%	17%	1

Quoted from the listing:
Reading of O=C(O)COc1ccccc1/C=N/NC(=O)CSc1nnc(SCc2cccc3ccccc23)s1 under NTR1 ag: 2.3
Reading of CN(C)c1ccc(CNCC2CCCO2)cc1 (stereo not drawn) under GPR55 activation: -0.2%

This is a subset; count on the stated rates, not on these rows.
